GLS inhibitor: blocks human kidney-isoform glutaminase activity. Potency, µM (doses to about 45.5 µM), inactives show top-dose activity change, negative = inhibition, actives largely listed as inhibitors. GLS enzymatic activity, qHTS titration. 410,000 tested, 0.21% active. O94925. AID 624170; further: potency means the concentration at half of the fitted maximal effect; on the % scale 0 is the no-effect control and ±100 the full control effect
Target sequence (O94925 whole entry, looked up, canonical isoform): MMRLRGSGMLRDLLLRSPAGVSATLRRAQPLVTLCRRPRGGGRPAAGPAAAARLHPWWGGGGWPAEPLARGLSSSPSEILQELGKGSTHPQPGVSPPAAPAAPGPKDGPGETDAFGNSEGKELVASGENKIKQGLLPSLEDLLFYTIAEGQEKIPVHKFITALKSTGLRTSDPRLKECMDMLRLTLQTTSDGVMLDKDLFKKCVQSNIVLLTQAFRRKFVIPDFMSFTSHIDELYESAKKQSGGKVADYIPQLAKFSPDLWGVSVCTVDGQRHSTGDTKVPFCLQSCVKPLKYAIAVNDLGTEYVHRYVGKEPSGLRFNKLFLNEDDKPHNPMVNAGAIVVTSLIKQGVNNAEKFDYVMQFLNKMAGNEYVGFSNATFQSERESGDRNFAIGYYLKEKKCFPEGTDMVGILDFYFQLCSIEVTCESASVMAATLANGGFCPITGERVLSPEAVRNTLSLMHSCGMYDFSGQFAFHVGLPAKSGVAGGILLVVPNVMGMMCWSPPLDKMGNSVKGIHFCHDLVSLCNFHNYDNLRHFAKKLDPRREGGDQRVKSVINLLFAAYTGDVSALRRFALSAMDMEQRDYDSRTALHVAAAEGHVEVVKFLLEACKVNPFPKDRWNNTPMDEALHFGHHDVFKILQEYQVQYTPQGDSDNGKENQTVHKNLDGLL
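hKGA in 45 mM KH2PO4 pH 8.2, 0.02% Tween-20 with pin-transferred compounds; 1 mM L-glutamine (stock) plus glutamate oxidase/HRP/Amplex Red coupling added. Fluorescence read initially and after 30 min at RT.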
PI4K2A block: PI4K2A (human) kinase inhibition; AID 1346378; activity change, negative = inhibition, % at 76.9 µM; Q9BTU6; 420,000 tested, 0.13% active; purified PI4K2A, ADP-Glo luminescence, 1 h; hits give low values; in the data active means activity change below about -50%; inconclusive means mostly about -30% to -49%;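 further: -100% = wells without enzyme as full effect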
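Compounds are screened against recombinant PI4K2A using PI as substrate and ATP, the latter dispensed at 300 microM. Reactions run one hour at ambient temperature before ADP-Glo detection; full inhibition defined by wells lacking enzyme.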
IDH1 R132H inh: human IDH1 R132H inhibition. O75874. Potency, µM (highest dose often 76.6 µM), for the others: at the top dose activity change, negative = inhibition, most hits filed as inhibitors. 390,000 tested, 0.093% active. IDH1-R132H enzyme, NADPH consumption, diaphorase/resazurin fluorescence. AID 602179; further: potency means the concentration at half of the fitted maximal effect; on the % scale 0 is the no-effect control and ±100 the full control effect; nearly all actives have a fitted effect of over 65% in size
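IDH1-R132H (0.5 ug/mL dispensed) in pH 7.5 Tris buffer was preincubated 30 min with compound, then given a substrate mix of 0.016 mM NADPH and 2 mM alpha-KG for 80 min at room temperature; remaining NADPH was read by diaphorase/resazurin fluorescence.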
Tb PGK inh: T. brucei PGK inhibition | P07378 | PGK/GAPDH coupled, Kinase-Glo luminescence, 60 min | Potency, µM (highest dose often 57.5 µM), without a hit: at the highest dose activity change, negative = inhibition, hits mostly inhibitors | 380,000 tested, 0.043% active; further: potency means the concentration at half of the fitted maximal effect; on the % scale 0 is the no-effect control and ±100 the full control effect; nearly all actives have a fitted effect of over 60% in size
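Recombinant glycosomal PGK reaction used 1,3-bisphosphoglycerate generated in-well by GAPDH (100nM final) in 100mM TEA pH 7.6, 5mM MgCl2, 0.01% Tween-20. After 60 minutes at room temperature, ATP was read by Kinase-Glo Plus luminescence end-point.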
TrxR1 substrate: rat thioredoxin reductase 1 substrate activity; O89049; purified TrxR1 substrate turnover, NADPH consumption readout; Potency, µM (titrated, usually from 114 µM), inactives show at the top dose activity change, negative = substrate turnover; 390,000 tested, 0.01% active; AID 588456; further: potency means the concentration at half of the fitted maximal effect; on the % scale 0 is the no-effect control and ±100 the full control effect; nearly all actives have a fitted effect of over 50% in size
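Rat TrxR1, dispensed at 90 nM, was prereduced with 400 uM NADPH (final) for 5 min at ~22 deg C, then incubated with compound 15 min before 400 uM selenite. A first-read NADPH fluorescence drop versus no-compound background flagged substrates.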
rTrxR1 inhibitor: rat TrxR1 inhibition; O89049; 390,000 tested, 1% active; Potency, µM (series often up to 114 µM), for inactives: at the highest dose activity change, negative = inhibition, most hits filed as inhibitors; recombinant rTrxR1, NADPH fluorescence consumption, selenite substrate; further: potency means the concentration at half of the fitted maximal effect; on the % scale 0 is the no-effect control and ±100 the full control effect; nearly all actives have a fitted effect of over 65% in size
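Rat TrxR1 (90 nM in the dispensed reagent) was pre-reduced with 400 uM NADPH for 5 min at room temperature, then incubated with compound for 15 min. After 400 uM selenite was added, NADPH fluorescence (Ex 340/Em 450 nm) was followed for 8 min.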
HP1b binding inh: blocks HP1-beta chromodomain binding to methylated histone tails; P83916; Potency, µM (doses to about 114 µM), for inactives: at the highest dose activity change, negative = inhibition, actives largely listed as inhibitors; 390,000 tested, 0.56% active; AlphaScreen HP1-beta / biotin-H3K9me3 peptide binding; further: potency means the concentration at half of the fitted maximal effect; nearly all actives have a fitted effect of over 70% in size; inactives centre near 23
Target sequence (P83916 whole entry, looked up): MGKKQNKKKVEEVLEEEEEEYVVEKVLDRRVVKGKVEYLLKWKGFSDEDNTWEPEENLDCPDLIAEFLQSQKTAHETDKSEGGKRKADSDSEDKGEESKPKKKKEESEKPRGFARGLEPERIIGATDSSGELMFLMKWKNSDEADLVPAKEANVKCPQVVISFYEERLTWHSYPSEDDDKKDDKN
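Compound inhibition of the preformed complex between 50 nM HP1-beta and 50 nM biotinylated H3K9me3 peptide was read by AlphaScreen. Buffer was PBS pH 7.4 with 0.01% Tween-20. Incubations ran 30 min at room temperature, with 10 ug/mL donor/acceptor beads.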
USP1-UAF1 inh: USP1/UAF1 (human) deubiquitinase inhibition; recombinant USP1/UAF1, Ub-Rhodamine cleavage fluorescence; 390,000 tested, 0.23% active; O94782; AID 743255; Potency, µM (doses to about 57.1 µM), inactives show at the top dose activity change, negative = inhibition, most hits filed as inhibitors; further: potency means the concentration at half of the fitted maximal effect; on the % scale 0 is the no-effect control and ±100 the full control effect; nearly all actives have a fitted effect of over 60% in size; inactives centre near -12
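High-throughput fluorogenic screen: 1nM USP1/UAF1 complex, Ub-Rho substrate 150nM final, 50mM HEPES pH 7.8 with 0.5mM EDTA, 0.1 mg/ml BSA, 1mM TCEP and 0.01% Tween-20.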
Pin1 inhibitor: inhibitors of human Pin1; Potency, µM (highest dose often 115 µM), for the others: top-dose activity, negative = inhibition, hits mostly inhibitors; Pin1 FP peptide displacement, HiFluor488, 10 min; AID 504891; 390,000 tested, 0.009% active; Q13526; active means well fitted inhibition curve with a large enough effect in the polarisation, with a control signal flat, not every such curve was filed as active; inconclusive means small, poorly fitted or top-dose-only effect, or effect the other way, or a change in a side signal; inactive means no such curve, though single readings can be large or run the other way; the % refers to the polarisation; further: potency means the concentration at half of the fitted maximal effect; on the % scale 0 is the no-effect control and ±100 the full control effect
Target sequence (Q13526 whole entry, looked up): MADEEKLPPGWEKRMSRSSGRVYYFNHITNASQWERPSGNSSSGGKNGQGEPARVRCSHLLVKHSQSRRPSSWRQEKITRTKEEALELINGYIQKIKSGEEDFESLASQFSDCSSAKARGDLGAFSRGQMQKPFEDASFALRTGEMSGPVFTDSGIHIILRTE
Numbers without * were called inactive; i = inactive; ? = inconclusive; . = not tested or not shown; [ ] = remark or other dose. Unless noted, the call rests on the fitted dose curve; in most records, active means well fitted curve in the direction sought with a large enough effect; inconclusive means small, poorly fitted or top-dose-only effect, or another doubt; inactive means no such curve, though single readings can be large; an effect the other way counts as inactive or inconclusive. An excerpt; the hit share may differ from the screen's.

GLS inhibitor	PI4K2A block	IDH1 R132H inh	Tb PGK inh	TrxR1 substrate	rTrxR1 inhibitor	HP1b binding inh	USP1-UAF1 inh	Pin1 inhibitor	Structure
3%	-3	-4%	-7%	4%	8%	25%	-5%	-21%	O=C(O)CSC(C(=O)Nc1ccc(Br)cc1)c1ccccc1 (configuration not stated)
18%	-2	4%	.	-3%	10%[57.1 µM]	150%	-18%	1%	Fc1ccc(NCc2ccccc2F)cc1Cl
23%	-2	6%	0%	2%	20%	-12%	-24%	8%	COc1cccc(C(=O)NC(=S)Nc2ccccc2N2CCCCC2)c1
-1%	-7	3%	-7%	-4%	-9%	35%	-17%	40%[activator]	CCN1C(=O)c2ccccc2S(=O)(=O)c2ccc(C(=O)N3CCOCC3)cc21
6%	3	0%	1%	-10%	-17%	-6%	-9%	?	CCN(CC)c1ccc(C=N/C(C#N)=C(\N)C#N)cc1
0%	1	-1%	-4%	1%[57.1 µM]	22%[57.1 µM]	29%[57 µM]	-4%	25%	CC(C)Oc1ccc(CNC(=O)c2cccc(NC(=O)c3nsc4ccccc34)c2)cc1
-2%	-1	-4%	-3%	-5%	6%	9%	-7%	-15%	C/C(=C\c1cccc(Br)c1)C(=O)c1c(C)cc(C)[nH]c1=O
-12%	4	8%	0%	8%[57.1 µM]	-12%[57.1 µM]	36%	1%	4%	COCc1[nH]c(=S)[nH]c(=O)c1C
1%	9	2%	2%	15%[57.1 µM]	-17%	10%	-14%	8%	CCOC(=O)C(CC)n1cnc2c(nnn2-c2cccc(OC)c2)c1=O (configuration not stated)
-7%	-2	5%	-7%	1%	9%	47%[activator]	-19%	-4%	O=C(COc1ccccc1[N+](=O)[O-])Nc1ccc2c(c1)CCC2
1%	3	5%	-4%	10%	19%	24%	-9%	0%	Cc1ccc(S(=O)(=O)C2(C(=O)N3CCCC(C)C3)CC2)cc1 (configuration not stated)
0%	-7	4%	17%	4%[57.1 µM]	5%[57.1 µM]	15%	-25%	-4%	Cc1ccc(C(=O)Cn2ncsc2=N)cc1

Continuation.
GLS inhibitor	PI4K2A block	IDH1 R132H inh	Tb PGK inh	TrxR1 substrate	rTrxR1 inhibitor	HP1b binding inh	USP1-UAF1 inh	Pin1 inhibitor	Structure
2%	4	0%	-3%	8%[57.1 µM]	5%[57.1 µM]	17%	-14%	-2%	CCCCn1c(CN2CCN(c3ccc(F)cc3)CC2)nc2c1c(=O)n(C)c(=O)n2C
-9%	-3	3%	-2%	5%	12%	-15%	-7%	-5%	CCOC(=O)c1c[nH]c(=S)n1C
1%	3	-3%	-9%	1%	27%	10%	-22%	2%	O=C(c1ccc2c(c1)N(Cc1ccc(F)cc1)C(=O)c1ccccc1S2(=O)=O)N1CCN(Cc2ccccc2)CC1
-2%	-2	-6%	3%	5%	24%	26%	-18%	9%	Cc1ccc(-c2cc(C(=O)N3CCc4ccccc4C3)[nH]n2)cc1C
0%	0	-5%	-1%	-1%	9%	32%	-27%	10%	Cc1ccc(S(=O)(=O)C2(C(=O)NCCc3ccccc3)CC2)cc1
3%	-3	11%	-9%	-1%	-11%	18%	-23%	1%	C=C1CC(C(=O)N/N=C/c2ccccc2)C1
5%	-5	15%	-4%	9%	11%	24%	-7%	-5%	CC1=C(c2ccc(C)cc2)S(=O)(=O)N(CC(=O)O)C1=O
3%	-4	2%	8%	-8%	-5%	5%	-8%	3%	Cc1ccc(OCCNC(=O)c2cccc(S(=O)(=O)NCc3ccccc3)c2)cc1
17%	1	9%	-3%	33%[activator]	23%	44%	-15%	16%	CCN(CC)S(=O)(=O)c1ccc(O)c(C(=O)OCC(=O)N2c3ccccc3CC2C)c1 (configuration not stated)
4%	2	3%	-9%	-1%	?	22%	-8%	0%	COc1ccccc1-c1nn2c(C(F)(F)F)nnc2s1
2%	2	-2%	-7%	2%	12%	29%	-20%	-5%	C=C(C)C1CC=C(C)/C(=N/NC(=O)CNc2ccc(C)cc2C)C1 (configuration not stated)
-1%	-1	-5%	-1%	-3%	4%	41%[activator]	-23%	4%	O=C(COC(=O)c1cccs1)NC12CC3CC(CC(C3)C1)C2

Further results:
GLS inhibitor	PI4K2A block	IDH1 R132H inh	Tb PGK inh	TrxR1 substrate	rTrxR1 inhibitor	HP1b binding inh	USP1-UAF1 inh	Pin1 inhibitor	Structure
-4%	-3	11%	0%	13%[0.0914 µM]	16%	42%	-15%	1%	Cc1ccc2nc3c(c(Nc4ccc(O)cc4)c2c1)CCC3
7%	-10	-8%	-9%	8%[57.1 µM]	-10%[57.1 µM]	36%	0%	-1%	CCCCC(=O)NC(=S)NNC(=O)c1ccc(OC)cc1
1%	-4	1%	-9%	-11%	-11%	15%	-17%	-19%	Cc1cccc(-c2ocnc2C(=O)Nc2ccccc2NC(=O)c2ccccn2)c1
17%	3	6%	i	4%[57.1 µM]	13%[57.1 µM]	16%	-14%	-8%	Cc1cccc(OCC(=O)Nc2ccc(S(=O)(=O)Nc3cc(C)nc(C)n3)cc2)c1
5%	-3	7%	-6%	-13%	-6%	11%	-15%	1%	Cc1nn(Cc2ccc([N+](=O)[O-])cc2)c(=O)n1N(C)c1ncc(C(F)(F)F)cc1Cl
-8%	1	4%	i	6%	1%	15%	-6%	1%	COc1cc(Cl)ccc1OCc1cc(C(=O)NC2CCc3ccccc32)no1 (configuration not stated)
-5%	-8	-5%	-5%	152%[activator][57.1 µM]	?	26%	-4%	-4%	COc1cc2ccc(=O)oc2cc1OCC(O)C(C)(C)O (configuration not stated)
-1%	-1	5%	-7%	30%[activator]	9%	19%	-26%	35%	CCOc1ccc(NC(=O)CN(C)C(=O)c2cc(-c3ccc(OC)cc3)nc3ccccc23)cc1OCC
9%	-6	2%	-9%	11%[57.1 µM]	14%[57.1 µM]	27%	-17%	3%	COc1cccc(C(=O)N/N=C(/CCC(=O)O)c2ccccc2)c1
-5%	7	1%	-8%	-4%	-9%	30%[activator]	-9%	1%	O=C(COC(=O)c1ccc2c(c1)OCCO2)NCCc1ccccc1
-10%	4	-9%	-7%	.	.	.	?	.	CC(Oc1ccc(F)cc1)C(=O)Nc1cccc(S(=O)(=O)N(C)c2ccccc2)c1 (configuration not stated)
6%	0	5%	i	-11%	-8%	5%	-9%	1%	Cc1cc(C)c(NC(=O)CNC(=O)CN2C(=O)NC3(CCCc4ccccc43)C2=O)c(C)c1 (configuration not stated)

Additional entries
GLS inhibitor	PI4K2A block	IDH1 R132H inh	Tb PGK inh	TrxR1 substrate	rTrxR1 inhibitor	HP1b binding inh	USP1-UAF1 inh	Pin1 inhibitor	Structure
-2%	1	9%	-1%	4%[57.1 µM]	14%	19%	-1%	4%	COc1ccc(NC(=O)COC(=O)CCc2ccc(S(=O)(=O)N3CCOCC3)cc2)cc1Cl
-4%	2	-5%	-1%	.	.	.	-18%	.	O=C(CNC(=O)N1CC(=O)Nc2ccccc21)Nc1ccc(Cl)cc1Cl
-2%	6	-1%	-5%	8%[57.1 µM]	9%[57.1 µM]	20%	-10%	-10%	CCC(C)NC(=O)C1CCN(S(=O)(=O)c2ccc(OC)cc2)CC1 (configuration not stated)
-3%	5	2%	i	18%	6%	41%	-17%	2%	COc1ccccc1N1CCc2c(C)nc3c(OC)cccc3c21
-3%	2	11%	-5%	6%	20%	67%[activator]	-17%	1%	CCCNC(=O)C1CC(=O)N(c2ccc(OCC)cc2)C1 (configuration not stated)
-6%	-6	4%	0%	8%	37%[activator]	2%	?	2%	CC1CCN(S(=O)(=O)c2ccc(NC(=O)Cc3ccccc3)cc2)CC1
13%	-3	-2%	-2%	1%[57.1 µM]	14%[57.1 µM]	-9%	-9%	-3%	O=C(c1ccccc1F)N1CCN(c2cnn(-c3cccc(Cl)c3)c(=O)c2Cl)CC1

Seven structures out of the list, ordered by count of non-hydrogen atoms, ascending:
GLS inhibitor	PI4K2A block	IDH1 R132H inh	Tb PGK inh	TrxR1 substrate	rTrxR1 inhibitor	HP1b binding inh	USP1-UAF1 inh	Pin1 inhibitor	Structure
-3%	2	11%	-5%	6%	20%	67%[activator]	-17%	1%	CCCNC(=O)C1CC(=O)N(c2ccc(OCC)cc2)C1 (configuration not stated)
9%	-6	2%	-9%	11%[57.1 µM]	14%[57.1 µM]	27%	-17%	3%	COc1cccc(C(=O)N/N=C(/CCC(=O)O)c2ccccc2)c1
-5%	7	1%	-8%	-4%	-9%	30%[activator]	-9%	1%	O=C(COC(=O)c1ccc2c(c1)OCCO2)NCCc1ccccc1
-4%	2	-5%	-1%	.	.	.	-18%	.	O=C(CNC(=O)N1CC(=O)Nc2ccccc21)Nc1ccc(Cl)cc1Cl
13%	-3	-2%	-2%	1%[57.1 µM]	14%[57.1 µM]	-9%	-9%	-3%	O=C(c1ccccc1F)N1CCN(c2cnn(-c3cccc(Cl)c3)c(=O)c2Cl)CC1
-2%	1	9%	-1%	4%[57.1 µM]	14%	19%	-1%	4%	COc1ccc(NC(=O)COC(=O)CCc2ccc(S(=O)(=O)N3CCOCC3)cc2)cc1Cl
-1%	-1	5%	-7%	30%[activator]	9%	19%	-26%	35%	CCOc1ccc(NC(=O)CN(C)C(=O)c2cc(-c3ccc(OC)cc3)nc3ccccc23)cc1OCC

Source: PubChem (National Center for Advancing Translational Sciences (NCATS))
